# SMN2 splice enh = enhancers of SMN2 splice variant expression. HEK293 SMN2-luciferase splicing reporter, luminescence, 30-36 h. Potency, µM (series often up to 46.1 µM), inactives show top-dose activity change, positive = activation, usual class: activators. 210,000 compounds, 2.8% hits; further: % of control where 0% means no effect; nearly all actives have a fitted effect of over 55% in size
#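 HEK293 cells carry an SMN2 minigene-luciferase reporter in which exon 7 inclusion puts luciferase in frame. Cells were seeded at 2000 cells/well, attached for 10-12 hours, then exposed to compounds for 30-36 hours at 37C before ONE-Glo luminescence.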
# IMPase Li cell = membrane-permeable IMPase blocker, potentiated with lithium | CHO-M1 cells, IP1 TR-FRET (IP-One), carbachol + lithium | Potency, µM (highest dose often 59.4 µM), without a hit: at the top dose activity, negative = IMPase inhibition, usual class: inhibitors | 210,000 compounds, 0.35% hits | AID 1457;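 further: IP1 builds up when IMPase is blocked and the TR-FRET signal falls; plate controls were basal vehicle for no effect and high inhibitor control for full effect; nearly all actives have a fitted effect of over 50% in size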
#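 CHO cells stably expressing M1 receptor (2000/well, cultured 16–30 h) treated 30 min at 37C with compound plus low lithium. Cytosolic IP1 by TR-FRET (665/620 ratio and 620 channel) after 10 min lysis; AC50 by Hill fit.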
# Luc counter = blocks Kinase-Glo luciferase, a counter-screen artifact; Kinase-Glo luciferase, ATP luminescence, 8 min; Q27757; AID 1379; 200,000 compounds, 0.28% hits; Potency, µM (series often up to 38.3 µM), without a hit: at the top dose activity change, negative = inhibition, usual class: inhibitors; further: on the % scale 0 is the no-effect control and ±100 the full control effect; nearly all actives have a fitted effect of over 60% in size
#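 Light output from Kinase-Glo luciferase with luciferin and 10 uM ATP in 50 mM imidazole pH 7.2, KCl, MgCl2, Tween 20, BSA; compound pin-delivered, 8-min ambient incubation, then luminescence read.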
# NPSR antagonist = antagonists of human neuropeptide S receptor cAMP signaling; Q6W5P4; CHO-NPSR cells, cAMP TR-FRET, antagonist mode; Potency, µM (top dose mostly 38.3 µM), for inactives: top-dose activity change, negative = inhibition, hits mostly inhibitors; 220,000 compounds, 1% hits; AID 1461; further: on the % scale 0 is the no-effect control and ±100 the full control effect; nearly all actives have a fitted effect of over 50% in size; many of its hits are not listed in these tables
# RECQ1 inh = inhibitors of human RECQ1 DNA helicase; RECQ1 DNA unwinding, red fluorescence kinetic read; Potency, µM (series often up to 57.3 µM), for inactives: top-dose activity, negative = inhibition, hits mostly inhibitors; 240,000 compounds, 0.54% hits; AID 2549;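 further: plate controls were vehicle for no effect and no enzyme for full effect; nearly all actives have a fitted effect of over 30% in size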
# Target sequence (P46063 whole entry, looked up): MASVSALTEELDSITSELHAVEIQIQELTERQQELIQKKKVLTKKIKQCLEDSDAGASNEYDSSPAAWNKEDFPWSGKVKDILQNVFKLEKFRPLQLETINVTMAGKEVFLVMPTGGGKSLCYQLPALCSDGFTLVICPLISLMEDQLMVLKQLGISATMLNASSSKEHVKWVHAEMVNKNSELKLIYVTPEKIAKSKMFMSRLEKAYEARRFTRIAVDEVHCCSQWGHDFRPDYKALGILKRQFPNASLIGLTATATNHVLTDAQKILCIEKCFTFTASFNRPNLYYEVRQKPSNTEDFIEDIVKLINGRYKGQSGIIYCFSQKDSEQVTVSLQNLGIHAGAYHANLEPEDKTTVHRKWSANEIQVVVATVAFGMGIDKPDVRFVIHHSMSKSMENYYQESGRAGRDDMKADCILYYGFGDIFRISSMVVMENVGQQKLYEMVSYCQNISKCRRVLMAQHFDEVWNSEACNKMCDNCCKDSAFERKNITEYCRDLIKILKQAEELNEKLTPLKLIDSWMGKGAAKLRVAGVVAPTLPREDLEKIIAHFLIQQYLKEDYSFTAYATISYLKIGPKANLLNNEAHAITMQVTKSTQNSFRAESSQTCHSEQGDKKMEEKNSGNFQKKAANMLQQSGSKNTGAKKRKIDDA
#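 50 nM RECQ1T1 preincubated 15 min with compound in Tris pH 8.0 buffer with MgCl2, DTT, Tween-20 and 2.5 ug/ml poly(dI-dC); started with 200 nM TAMRA/BHQ-2 forked duplex and 2 mM ATP. Unwinding read as fluorescence (525/598 nm), two reads 2 h apart.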
# RGS12 GoLoco inh = RGS12 GoLoco-Gai1 interaction inhibition. AID 880. Potency, µM (highest dose often 61.6 µM), for the others: at the top dose activity, negative = inhibition, most hits filed as inhibitors. 230,000 compounds, 0.44% hits. Gai1:RGS12 GoLoco peptide FP, rhodamine, 10 min; active means well fitted inhibition curve with a large enough effect, not every such curve was filed as active; inactive means no such curve, though single readings can be large or run the other way; further: on the % scale 0 is the no-effect control and ±100 the full control effect; nearly all actives have a fitted effect of over 30% in size; many of its hits are not listed in these tables
# Epigenetic derep = regulators of epigenetic silencing causing reporter derepression in mouse cells; 280,000 compounds, 0.2% hits; Potency, µM (series often up to 53.9 µM), for the others: at the highest dose GFP activation, actives largely listed as activators; murine LDR cells, GFP reporter derepression, 30 h; further: % of control where 0% means no effect; nearly all actives have a fitted effect of over 60% in size
#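 GFP-positive cell count by laser-scanning cytometry (objects 20–120 um) after 30 h, 37 C compound exposure of murine LDR cells; reporter is CMV-GFP integrated at a silenced locus, inducible by HDAC or DNMT inhibitors.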
# JMJD2E inh = JMJD2E (human) inhibition. Potency, µM (doses to about 57.1 µM), without a hit: at the top dose activity change, negative = inhibition, hits mostly inhibitors. JMJD2E catalytic domain, FDH-coupled NADH fluorescence (FDH is formaldehyde dehydrogenase). 230,000 compounds, 1.6% hits. B2RXH2; active means well fitted inhibition curve with a large enough effect, not every such curve was filed as active; inconclusive means small, poorly fitted or top-dose-only effect, or another doubt; inactive means no such curve, though single readings can be large or run the other way;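 further: 0% = wells with enzyme and -100% = buffer wells without enzyme; nearly all actives have a fitted effect of over 50% in size; many of its hits are not listed in these tables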
# Target sequence (B2RXH2 1-337 limits assumed): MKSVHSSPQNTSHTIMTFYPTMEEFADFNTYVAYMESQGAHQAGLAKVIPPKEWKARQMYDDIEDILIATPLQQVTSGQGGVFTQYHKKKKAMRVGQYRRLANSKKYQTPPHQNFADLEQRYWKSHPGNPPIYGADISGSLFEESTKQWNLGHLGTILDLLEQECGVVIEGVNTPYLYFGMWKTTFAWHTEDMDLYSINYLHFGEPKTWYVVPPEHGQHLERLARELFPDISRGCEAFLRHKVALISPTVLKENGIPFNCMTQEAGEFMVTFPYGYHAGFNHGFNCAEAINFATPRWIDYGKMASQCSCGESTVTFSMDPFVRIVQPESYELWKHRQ
# Starred values were filed as active, the others as inactive; i = inactive; u = inconclusive; x = no result given; & = joins results of further samples; [ ] = remark or other dose. Unless noted, the call rests on the fitted dose curve; in most records, active means well fitted curve in the direction sought with a large enough effect; inconclusive means small, poorly fitted or top-dose-only effect, or another doubt; inactive means no such curve, though single readings can be large; an effect the other way counts as inactive or inconclusive. Potency means the concentration at half of the fitted maximal effect.
SMILES,SMN2 splice enh,IMPase Li cell,Luc counter,NPSR antagonist,RECQ1 inh,RGS12 GoLoco inh,Epigenetic derep,JMJD2E inh
CC(C)c1nc2n[nH]c(N)c2c2c1CSC(C)(C)C2,-3%,-7%[38.3 µM],-3%,-15%[46.1 µM],-8%,9%,2.1%,-3%
O=C1NC(c2ccccc2)=C(c2nc3ccccc3s2)C(c2ccccc2)N1 (stereo unspecified),-27%,15%[38.3 µM],-1%,21%[46.1 µM],-6%,4%,3.9%,-13%
Cc1c(NS(=O)(=O)c2ccc(Cl)c(C(=O)OCC(=O)NCc3ccco3)c2)c(=O)n(-c2ccccc2)n1C,16%,4%,1%,0%,-2%,-1%,-1.8%,18%
COc1ccc(S(=O)(=O)N(C)CC(=O)NCCC2=CCCCC2)cc1C,-11%,31%[38.3 µM],-2%,-14%[46.1 µM],-9%,0%,-0.1%,-2%
O=C(Cn1cc(C(F)(F)F)cc(Cl)c1=O)NCCc1ccccc1,-2%,1%,-3%,11%,-1%,5%,0.0%,3%
CC(=O)Nc1ccc(S(=O)(=O)N(C)CC(=O)Nc2ccccc2N2CCOCC2)cc1,-1%,6%[38.3 µM],5%,-7%[46.1 µM],-1%,3%,0.0%,-9%
CCCCN(CC(=O)Nc1c(C)cccc1CC)C(=O)SCC,6%,40%[activator][38.3 µM],-1%,u,-1%,11%,-1.0%,7%
CN(C)c1ccc(P(=O)(Nc2cccc(C(F)(F)F)c2)N2CCOCC2)c(NC(=O)c2cccs2)c1 (stereo unspecified),13%,1%,0%,-31%,-13%,-8%,4.2%,u
O=C1C(Cc2ccc(O)cc2)NC(=S)N1Cc1ccccc1 (stereo unspecified),x,x,x,29%,-5%,2%,4.5%,-4%
CCSc1nc(=O)n(-c2ccccc2)c(C)c1C(C)=S,19%,5%,0%,3%[46.1 µM],-1%,0%,2.4%,-2%
CC1=C(C(N)=O)C(c2ccccc2)n2nc(-c3cccc(C)c3)nc2N1 (stereo unspecified),16%,-3%[38.3 µM],-1%,-10%[46.1 µM],-9%,-8%,-1.9%,-6%
Cc1ccc(C2C(C(=O)O)c3ccccc3C(=O)N2C)c(C)c1 (stereo unspecified),-2%,-3%,5%,2%,8%,0%,0.9%,5%
CCCCNC(=O)CCn1c(=O)c2ccccc2n(Cc2cc(C)ccc2C)c1=O,7%&-60%,-12%,3%,0%,i,-7%,-1.8%&0.0%,-4%
Cc1ccc(-n2nc(C(=O)NCc3ccco3)c3c4ccccc4n(C)c3c2=O)cc1,2%,-16%,2%,-33%,-6%,0%,0.0%,u
CCCN1CCN(C(=O)c2nn(-c3ccc(OC)cc3)c(=O)c3c2c2ccccc2n3C)CC1,1%,-4%,-2%,5%,-5%,7%,-0.9%,5%
CC(C)(C)C1CCC(OCC(O)CN2CCCC2)CC1 (stereo unspecified),-16%,-1%,-1%,8%,-6%,-12%,1.2%,5%
CN(CC(=O)Nc1ccc(F)cc1)c1ccc(S(=O)(=O)N2CCCC2)cn1,-11%,10%,3%,-9%,-3%,13%,-0.6%,u
CSc1nnc(Cn2c(=O)sc3ccccc32)n1-c1ccccc1,2%,4%[38.3 µM],2%,-6%[46.1 µM],-12%,-7%,1.0%,6%
CCOC(=O)CC(NC(=O)c1ccc(C)cc1)c1ccc(C)cc1 (stereo unspecified),-9%,-8%[38.3 µM],-2%,-15%[46.1 µM],0%,5%,5.7%,5%
CCN(C(=S)Nc1ccc(C(C)=O)cc1)C1CCCCC1,2%,-7%,-1%,-4%,0%,8%,1.9%,0%
COC(=O)C1=NN(C(=O)c2ccc(Br)cc2)C(O)(C(C)(C)C)C1 (stereo unspecified),1%,4%,1%,-3%,12%,5%,-2.9%,-1%
Cc1nn(C)cc1/C=C1\CCC/C(=C\c2cn(C)nc2C)C1=O,-6%,30%[38.3 µM],-4%,0%[46.1 µM],i,-23%,-0.9%,-5%
Cc1cccc(NC(=O)C(C)OC(=O)c2ccccc2NS(=O)(=O)c2cc(C)c(C)c([N+](=O)[O-])c2)c1 (stereo unspecified),-33%[inhibitor],6%,2%,-23%,-12%,-15%,0.0%,-9%
Oc1c(C=Nc2cccc3nsnc23)ccc2ccccc12,x,42%[activator][38.3 µM],-14%,-16%[46.1 µM],u,206%[activator],u,-10%
CCS(=O)(=O)N1CCC(C(=O)N2CCN(Cc3ccccc3)CC2)CC1,8%,2%,3%,13%,i,4%,-0.3%,-8%
O=C(O)CCCN1C(=O)/C(=C/C=C/c2ccco2)SC1=S,x,x,x,-17%,-5%,35%[activator],-2.9%,0%
CCOC(=O)CSC1=C(C#N)C(c2ccccc2OCC)C(C#N)C(=O)N1 (stereo unspecified),-21%,-41%[38.3 µM],-2%,u,-6%,-5%,2.0%,-2%
O=C(N/C=N/OCc1ccc(Cl)cc1Cl)NOCc1c(Cl)cccc1Cl,-15%,7%[38.3 µM],3%,-27%[46.1 µM],2%,4%,0.7%,1%
O=C(N1CCN(CCO)CC1)N1c2ccccc2C=Cc2ccccc21,-21%,16%[38.3 µM],-5%,-8%[46.1 µM],i,-1%,-1.1%,-1%
NC(=O)C(c1ccccn1)c1ncc(C(F)(F)F)cc1Cl (stereo unspecified),1%,2%,2%,22%,i,-1%,0.9%,10%
COc1ccc2c(-c3ccccc3)cc3nnnn3c2c1,6%,-29%[38.3 µM],-5%,-29%[46.1 µM],-3%,11%,-1.7%,-18%
O=C(C1Cc2ccccc2CN1S(=O)(=O)c1ccc(F)cc1)N1CCCCCC1 (stereo unspecified),-5%,3%[38.3 µM],-4%,-16%[46.1 µM],i,4%,0.0%,2%
COc1ccc(C(=O)NCc2cccnc2)cc1S(=O)(=O)N1CCCc2ccccc21,-17%,9%,2%,-21%,-2%,-1%,2.3%,2%
COc1ccc(C(=O)Nc2ccc(O)cc2C(=O)O)cc1,-6%,7%,2%,11%,-2%,15%,-0.3%,-15%
CCC1(C)Cc2c(C#N)c(N)sc(=S)c2CO1 (stereo unspecified),-5%,-21%[38.3 µM],-6%,3%[46.1 µM],i,16%,3.2%,u
O=C(CN1C(=O)CS/C1=C\c1nc(-c2ccc(Cl)cc2)cs1)Nc1cccnc1Cl,-34%[inhibitor],-4%,-4%,-18%,i,72%[activator],1.1%,-2%
Cc1ccc(C(=O)Nc2cccnc2N2CCN(C)CC2)cc1,18%,5%,6%,-15%,-5%,-7%,-3.1%,5%
N#Cc1cccnc1N1CCN(C(=O)COCC(=O)O)CC1,x,x,x,8%,-4%,-3%,1.0%,u
COC(=O)c1ccccc1NC(=O)c1ccc2nccnc2c1,0%,9%,-1%,1%,-8%,43%[activator],2.6%,-8%
O=C1CC(C(=O)Nc2ccccc2)C2(CCCC2)O1 (stereo unspecified),1%,19%[38.3 µM],-5%,-5%[46.1 µM],-11%,-2%,-1.6%,3%
CC1Cc2ccccc2N1C(=O)c1nn(C)cc1Br (stereo unspecified),-7%,-5%,-1%,6%,-3%,6%,-3.0%,2%
Cc1ccc(C(=O)NN2C(=O)C3C4c5ccccc5C(c5ccccc54)[C@@H]3C2=O)cc1 (stereo partly specified),-6%,0%,-1%,-10%,-1%,-8%,0.0%,5%
CCOc1ccc(CCNC(=O)C2CCN(c3nn4c(=O)cc(C)nc4s3)CC2)cc1,-9%,2%[38.3 µM],-1%,-12%[46.1 µM],-5%,17%,-4.5%,6%
N#Cc1ccc(Oc2ccc(-c3nc4ccccc4nc3-c3ccccc3)cc2)cc1C#N,-24%,-2%,3%,-27%,-4%,0%,0.0%,-4%
CCN=C1SC(C(=O)Nc2cccc(C)c2)CC(=O)N1CC (stereo unspecified),6%,19%[38.3 µM],5%,-9%[46.1 µM],i,-1%,-1.0%,-10%
O=C(Nc1ccc(Cl)cc1)Nc1nnc(SCc2ccccc2)s1,8%,9%,2%,22%,-16%,2%,5.7%,2%
O=C(Nc1c(F)cccc1F)c1cnc(N2CCN(c3ccccn3)CC2)c2ccccc12,-10%,31%[activator][38.3 µM],-5%,-25%[46.1 µM],3%,2%,9.3%,u
CC(C)(C)C(=O)OCOC(=O)[C@@H]1N2C(=O)[C@@H](NC(=O)[C@H](N)c3ccccc3)[C@H]2SC1(C)C,-7%[20.6 µM],-9%,-4%[17.1 µM],x,i,9%[21.6 µM],1.1%[16.9 µM],2%[25.5 µM]
CCn1c(SCC(=O)OC)nnc1-c1ccc(C)cc1,x,x,x,47%,-9%,12%,-1.2%,-2%
O=C(Nc1ncc2c(n1)-c1ccccc1CC2)C1CC1,2%,-2%,-1%,13%,i,10%,1.1%,0%
COc1cc(/C=N\NC(=O)CNC(=O)c2cccc([N+](=O)[O-])c2)ccc1O,x,28%[38.3 µM],-5%,-4%[46.1 µM],-1%,6%,0.0%,-9%
Cc1cc(C(=O)NCCc2ccccc2)c2cc(F)ccc2n1,-12%,11%,0%,-13%,-6%,17%,2.2%,-1%
Cc1ccc(NC(=O)/C(C#N)=N/Nc2ccc(C(=O)O)cc2)c(C)c1,x,x,x,-17%,19%,-1%,0.9%,-21%
COC(=O)c1ncn(C2OC(COC(C)=O)C(OC(C)=O)C2OC(C)=O)n1 (stereo unspecified),-14%,-2%,-8%,4%,-3%,2%,0.1%,-1%

# Whole records from above. Screens in order: SMN2 splice enh	IMPase Li cell	Luc counter	NPSR antagonist	RECQ1 inh	RGS12 GoLoco inh	Epigenetic derep	JMJD2E inh
# CCC1(C)Cc2c(C#N)c(N)sc(=S)c2CO1 (stereo unspecified) is entered as -5%	-21%[38.3 µM]	-6%	3%[46.1 µM]	i	16%	3.2%	u
# CC(C)(C)C(=O)OCOC(=O)[C@@H]1N2C(=O)[C@@H](NC(=O)[C@H](N)c3ccccc3)[C@H]2SC1(C)C is entered as -7%[20.6 µM]	-9%	-4%[17.1 µM]	x	i	9%[21.6 µM]	1.1%[16.9 µM]	2%[25.5 µM]
# Cc1ccc(C(=O)NN2C(=O)C3C4c5ccccc5C(c5ccccc54)[C@@H]3C2=O)cc1 (stereo partly specified) is entered as -6%	0%	-1%	-10%	-1%	-8%	0.0%	5%
# CCOC(=O)CSC1=C(C#N)C(c2ccccc2OCC)C(C#N)C(=O)N1 (stereo unspecified) is entered as -21%	-41%[38.3 µM]	-2%	u	-6%	-5%	2.0%	-2%

# Not all compounds are listed; rates above refer to the full screens.
